Screening data: PubChem BioAssay, National Center for Advancing Translational Sciences (NCATS)
PTAP TSG101 blk: blocks PTAP/TSG101 interaction to inhibit HIV-1 budding. Q99816. Fluorescence polarization, FITC-PTAP peptide / Tsg101 binding. Potency, µM (doses to about 115 µM), for inactives: top-dose activity change, negative = inhibition, most hits filed as inhibitors. 340,000 tested, under 10 active. AID 493005; active = well fitted inhibition curve with a large enough effect in the main read-out, with a control signal flat, not every such curve was filed as active; inconclusive = small, poorly fitted or top-dose-only effect, or effect the other way, or a change in a side signal; inactive = no such curve, though single readings can be large or run the other way; note: potency is the fitted concentration of half-maximal effect; % of control where 0% means no effect
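FP read-out: FITC-PTAP peptide, 50 nM final, binding Tsg101 binding domain, 10 uM final; 20 min, r.t.; 10 mM HEPES pH 7.5, 0.15 M NaCl, 0.01% Tween 20, 3 mM EDTA, 0.1 mM TCEP.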
S-ASM inh: blocks human secretory acid sphingomyelinase; P17405; placental ASM, HMU-PC fluorogenic substrate, 60 min; Potency, µM (doses to about 57.5 µM), without a hit: at the highest dose activity change, negative = inhibition, actives largely listed as inhibitors; 340,000 compounds, 0.006% hits; AID 504937; note: potency is the fitted concentration of half-maximal effect
Target sequence (P17405 47-631 limits assumed): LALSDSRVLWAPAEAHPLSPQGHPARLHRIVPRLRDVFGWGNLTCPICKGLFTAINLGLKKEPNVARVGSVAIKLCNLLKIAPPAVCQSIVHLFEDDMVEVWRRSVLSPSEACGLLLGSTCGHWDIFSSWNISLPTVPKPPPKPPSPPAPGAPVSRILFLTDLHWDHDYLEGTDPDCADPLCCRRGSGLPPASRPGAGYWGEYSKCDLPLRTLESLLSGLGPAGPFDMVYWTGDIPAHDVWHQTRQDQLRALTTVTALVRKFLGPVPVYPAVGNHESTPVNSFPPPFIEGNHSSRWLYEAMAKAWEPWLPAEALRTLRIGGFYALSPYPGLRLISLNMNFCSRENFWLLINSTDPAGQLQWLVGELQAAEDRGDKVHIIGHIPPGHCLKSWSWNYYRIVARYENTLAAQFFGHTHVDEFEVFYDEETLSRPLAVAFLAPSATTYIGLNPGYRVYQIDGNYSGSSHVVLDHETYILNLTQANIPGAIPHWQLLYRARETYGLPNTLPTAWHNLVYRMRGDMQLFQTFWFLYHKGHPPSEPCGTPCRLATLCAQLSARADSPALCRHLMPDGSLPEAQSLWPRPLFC
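qHTS format. ASM enzyme prepared from human placenta hydrolyses the fluorogenic substrate HMU-PC0 (9 uM final) over 60 min at 37 °C after a 10 min compound preincubation.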
Tb PFK inh: T. brucei PFK enzyme inhibition. O15648. 330,000 compounds, 0.17% hits. T. brucei PFK, ADP-Glo luminescence. Potency, µM (top dose mostly 57.5 µM), inactives show top-dose activity, negative = inhibition, most hits filed as inhibitors;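 note: potency is the fitted concentration of half-maximal effect; 0% = uninhibited 1x PFK enzyme wells and -100% = no-enzyme wells; nearly all actives have a fitted effect of over 60% in size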
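1.25 nM PFK with 0.5 mM F6P and 0.1 mM ATP in 0.1 M TEA pH 8.0, 5 mM MgCl2, incubated 45 min at room temperature; ADP measured by ADP-Glo luminescence; compounds titrated up to 57 uM.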
TSHR antagonist: human thyrotropin receptor antagonism; P16473; TSHR-expressing cells, TSH-stimulated cAMP HTRF, 2 h; hits give low values; activity change, negative = inhibition, % at 11.5 µM; 330,000 compounds, 0.2% hits; AID 504810;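 active = activity change below a set negative limit, meaning inhibition stronger than a set level, cut at about -70% in these data; inconclusive = activity change between two set negative limits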; note: % is set by controls: 0 for no effect and ±100 for the full control effect
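Antagonism was scored as loss of TSH-driven cAMP in TSHR cells, stimulated with 4nM TSH (EC80) for 2 hours at 37 deg C and detected by homogeneous HTRF competition immunoassay.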
Eya2 inh: inhibitors of human Eya2 phosphatase activity; O00167; 330,000 compounds, 0.006% hits; AID 488837; Potency, µM (highest dose often 76.9 µM), without a hit: at the highest dose activity, negative = inhibition, usual class: inhibitors; recombinant Eya2, OMFP fluorescence dephosphorylation (OMFP is methylfluorescein phosphate); note: potency is the fitted concentration of half-maximal effect; % is set by controls: 0 for no effect and ±100 for the full control effect
Target sequence (O00167 whole entry, looked up): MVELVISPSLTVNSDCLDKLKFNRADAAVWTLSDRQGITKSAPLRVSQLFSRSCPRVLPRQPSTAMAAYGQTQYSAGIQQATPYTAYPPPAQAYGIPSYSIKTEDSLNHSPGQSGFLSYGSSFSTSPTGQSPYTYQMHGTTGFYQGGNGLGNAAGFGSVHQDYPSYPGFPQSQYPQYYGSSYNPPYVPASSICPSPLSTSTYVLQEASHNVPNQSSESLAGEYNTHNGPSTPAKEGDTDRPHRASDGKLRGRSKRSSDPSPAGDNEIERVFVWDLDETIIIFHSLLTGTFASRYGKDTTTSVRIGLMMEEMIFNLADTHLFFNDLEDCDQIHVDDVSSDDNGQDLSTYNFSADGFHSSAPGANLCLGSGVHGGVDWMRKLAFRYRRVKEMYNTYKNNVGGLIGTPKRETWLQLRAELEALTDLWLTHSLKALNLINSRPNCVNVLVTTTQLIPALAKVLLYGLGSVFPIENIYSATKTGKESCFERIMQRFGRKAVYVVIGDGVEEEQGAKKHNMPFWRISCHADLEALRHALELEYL
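Eya2 (0.2 uM) preincubated 10 min at ambient with compound, then OMFP substrate added at 50 uM; 10 min reaction in 50 mM HEPES pH 7.5, 50 mM NaCl, 5 uM MgCl2, 0.05% BSA, 1 mM DTT. Fluorescence read at Ex 485/Em 525 nm.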
TCR act: T cell receptor activation; AID 504894; Potency, µM (doses to about 9.22 µM), inactives show at the top dose activation of IL-2 secretion, usual class: activators; primary human leukocytes, anti-CD3, IL-2 HTRF, 48 h; 330,000 tested, under 10 active; note: % of control where 0% means no effect
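Using a-CD3 beads without co-stimulation, primary human leukocytes were exposed to compounds for 48 hr. An HTRF IL-2 kit measured the cytokine, with europium-to-d2 energy transfer producing emission at 665nm upon 320nm excitation.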
ELG1 DNA repair: inhibitors of ELG1-dependent DNA repair in HEK293T cells; HEK293T ELG1-luciferase reporter, luminescence, 16 h; DNA damage induced by 5-fluorouridine; Potency, µM (highest dose often 46.1 µM), inactives show at the highest dose activity change, negative = inhibition, usual class: inhibitors; 330,000 compounds, 2.3% hits; AID 504467; note: potency is the fitted concentration of half-maximal effect; % is set by controls: 0 for no effect and ±100 for the full control effect; nearly all actives have a fitted effect of over 55% in size
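5-Fluorouridine DNA damage + compound/DMSO, 2,000 cells/well, 16 h, 37 °C/5% CO2. ONE-Glo, 30 min RT, luminescence. Readout = decrease in reporter signal.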
BCR signal inh: inhibitors of chronic active B-cell receptor signaling | ABC-DLBCL IkBa-CBG/CBR reporter, luminescence ratio, 4 h | 340,000 compounds, 0.05% hits | Potency, µM (top dose mostly 46.1 µM), for inactives: at the highest dose ratio change, negative = lower green/red ratio, most hits filed as inhibitors; active = well fitted inhibition curve with a large enough effect in the signal ratio, with a control signal flat, not every such curve was filed as active; inconclusive = small, poorly fitted or top-dose-only effect, or effect the other way, or a change in a side signal; the % refers to the signal ratio;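 note: potency is the fitted concentration of half-maximal effect; plate controls were basal doxycycline-induced cells for no effect and cells given 10 µM MG132 for full effect; MG132 reads +100%, hits lower the ratio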
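Doxycycline induced both beetle luciferases in TMD8 lymphoma cells; IKK-driven degradation limits the IkappaBalpha-fused green signal, while red luminescence normalises for cell number and nonspecific effects. Compounds tested up to 46 uM, 4 hrs.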
A-T KAP1 phos: potential ataxia-telangiectasia treatments restoring KAP-1 phosphorylation; […] A-T fibroblasts, KAP-1 phosphorylation AlphaLISA; neocarzinostatin DNA damage 30 min before lysis; Potency, µM (series often up to 57.5 µM), inactives show at the highest dose activation, actives largely listed as activators; 320,000 compounds, 0.19% hits; AID 485349; note: potency is the fitted concentration of half-maximal effect; % of control where 0% means no effect; nearly all actives have a fitted effect of over 45% in size
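hTERT-immortalized A-T patient fibroblasts ([…]), 500 cells/well in OPTI-MEM, 1% FBS, got compounds for 60 min, then NCS for 30 min at 37C. Lysates were then assayed for phospho-KAP-1 by AlphaLISA (anti-pKAP1 donor, anti-KAP1 acceptor beads), 6 hr at 25C.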
Mito fusion yeast: mitochondrial division inhibition or fusion activation | S. cerevisiae fusion-defective mutant growth rescue, CellTiterGlo 48 h | Potency, µM (series often up to 46.1 µM), for inactives: top-dose growth rescue (activation), most hits filed as activators | 320,000 compounds, 0.23% hits;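 note: potency is the fitted concentration of half-maximal effect; % of control where 0% means no effect; nearly all actives have a fitted effect of over 45% in size; temperature-sensitive fusion mutants such as fzo1-1 at 37 °C on non-fermentable ethanol glycerol medium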
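Compounds are tested for their ability to restore growth of mitochondrial fusion-defective yeast strains at non-permissive 37C in YPEG medium over 48 hours. Viability is quantified by luciferase luminescence.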
Integrin act MD: activates integrin-mediated alleviation for muscular dystrophy. alpha7betagal myoblasts, beta-gal FDG fluorescence, 48 h. Potency, µM (series often up to 38.3 µM), inactives show at the highest dose activation, actives largely listed as activators. 350,000 compounds, 0.064% hits;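 note: potency is the fitted concentration of half-maximal effect; 100% = response of the positive control SU9516; nearly all actives have a fitted effect of over 60% in size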
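Alpha7betagal+/- myoblasts (passage 13) were plated 16-24 hr, then exposed to compounds (1:260 dilution of DMSO stock) for 48 hours at 37C. After MPER lysis, β-galactosidase reporter activity was read as FDG fluorescence (ex 480/em 540) after 30 minutes.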
Active calls of the source: *; u = inconclusive; x = not tested or not shown; [ ] = another dose, or the depositor's remark. Unless noted, calls come from the whole dose curve; as a rule, active = well fitted curve in the direction sought with a large enough effect; inconclusive = small, poorly fitted or top-dose-only effect, or another doubt; inactive = no such curve, though single readings can be large; an effect the other way counts as inactive or inconclusive. This is a random part of the collection (roughly 3.2% active in at least one column).

SMILES	PTAP TSG101 blk	S-ASM inh	Tb PFK inh	TSHR antagonist	Eya2 inh	TCR act	ELG1 DNA repair	BCR signal inh	A-T KAP1 phos	Mito fusion yeast	Integrin act MD
Cc1ccccc1CN(C)C(=O)COC(=O)CSc1ccc([N+](=O)[O-])cc1	-1.6%	-0.8%	-3.8%	3.0	-31.6%	1.4%	-2.2%	5.5%	-3.3%	0.2%	-19.8%
Cc1cccc(NC(=O)CNC(=O)COC(=O)c2ccco2)c1C	-0.5%	1.1%	0.1%	-13.3	-1.5%	1.5%	14.0%	u	17.1%	-5.1%	1.2%
COc1ccc(CN(C(=O)c2cccs2)c2ccccc2C(=O)O)cc1	-2.8%	2.8%	3.4%	-6.4	7.8%	-4.0%	-4.7%	8.1%	-3.8%	0.5%	25.2%
COc1cc(OC)cc(C(=O)Nc2nc(-c3ccccc3)c(-c3ccccc3)o2)c1	4.6%	-0.1%	3.0%	12.4	6.0%	6.3%[46.1 µM]	13µM*	1.4%	3.3%	21.3%	0.0%
Cn1c(COc2ccccc2Br)nc2ccccc21	-1.8%	-8.0%	1.6%	-14.6	-7.0%	3.8%	u	u	-5.5%	-13.0%	8.6%
O=C(COC(=O)c1ccccc1SCC(=O)NC1CCS(=O)(=O)C1)NC1CCS(=O)(=O)C1 (configuration not stated)	-1.8%	59.9%[activator]	1.8%	-0.9	-3.3%	4.7%	-17.2%	2.7%	-6.7%	-1.5%	-13.5%
CCOc1ccc(NS(=O)(=O)c2ccc(OCC(=O)NCCCOC)cc2)cc1	-5.7%	-2.6%	15.0%	4.7	6.7%	-0.9%	-2.5%	-2.4%	5.4%	-1.9%	-14.5%
COC(=O)CCCCCCCCC(O)CN(C)C (configuration not stated)	-1.9%	0.0%	0.3%	0.2	8.8%	0.4%	-12.2%	u	-3.8%	-6.4%	-52.2%[inhibitor]
CCN1CCN(C(c2ccccc2)c2sc3nc(C)nn3c2O)CC1 (configuration not stated)	-3.2%	4.9%	6.1%	1.6	-8.6%	4.7%	-6.9%	-0.3%	5.4%	9.2%	9.5%
Nn1c(=S)[nH]nc(Cc2ccc(O)cc2)c1=O	4.5%	-1.4%	0.0%	3.0	-0.3%	1.7%[46.1 µM]	-29.1%	-1.4%	1.6%	-0.2%	-13.9%
O=C(NC1CCCCC1)c1cc(Cl)ccc1[N+](=O)[O-]	-0.2%	-3.1%	-2.2%	-3.0	-8.2%	5.6%[46.1 µM]	-3.3%	5.2%	-7.6%	-0.2%	-17.1%
CCOC(=O)c1c(-c2ccc(C)cc2)csc1NC(=O)C1CCCO1 (configuration not stated)	-2.0%	-14.9%	0.0%	-10.5	-11.3%	-9.8%[46.1 µM]	u	5.5%	23.7%	-5.2%	-11.0%
O=C1c2ccccc2C(=O)N1Cc1nc2ccccc2o1	-0.1%	-0.4%	5.9%	2.1	6.4%	-1.4%	3.0%	-0.9%	2.2%	-3.0%	-4.3%
O=C(CSCc1ccccc1)NC1CCSC1=O (configuration not stated)	-6.5%	-2.9%	-0.5%	-3.7	-40.6%	-0.3%	16.5%	-1.0%	6.1%	-3.0%	-20.5%
COc1ccc(S(N)(=O)=O)cc1C(=O)NCC1(N2CCCCC2)CCCCC1	1.3%	-1.8%	2.2%	-7.7	-3.6%[15.4 µM]	1.4%	1.0%	7.2%	-0.8%	-1.7%	1.8%
Cc1ccc(S(=O)(=O)N2CCCCC2)cc1NC(=O)CCN1C(=O)C2CC=CCC2C1=O (configuration not stated)	-1.7%	2.2%	-6.8%	20.5	9.3%	x	-4.2%	u	6.3%	0.1%	-14.5%
Cc1ccc(CSc2nc3ccncc3[nH]2)cc1	-3.6%	-0.9%	-12.3%	-6.6	-1.4%	3.1%	u	u	2.3%	-1.3%	-11.7%
CC(SC(=S)N1CCCC1)C(=O)O (configuration not stated)	-0.7%	0.9%	0.9%	0.0	8.3%	0.6%	7.9%	1.7%	-1.0%	-2.8%	5.8%
COc1ccccc1N1CCN(C(c2ccc(C)cc2)c2nnnn2C(C)C)CC1 (configuration not stated)	-7.2%	-3.5%	-0.9%	-14.2	10.3%	2.7%	-18.6%	5.2%	10.7%	3.4%	2.2%
COc1ccccc1OCC(=O)Nc1ccc2c(c1)n(C)c(=O)n2C	-0.4%	-0.3%	2.0%	1.1	10.4%	-0.1%	u	-13.1%	2.0%	1.6%	u
c1ccc(COCCC2CO2)cc1 (configuration not stated)	x	x	0.3%	4.8	-7.5%	x	14.7%	3.1%	11.6%	-0.6%	x
COc1ccc(CN2CCC(=O)N([C@H](CO)c3ccccc3)CC2)cc1OC	0.1%	-0.6%	3.1%	3.8	-3.8%	1.4%	18.9%	-15.0%	-1.1%	-5.5%	4.9%
Cc1cc(CN2CCCC(C(=O)Nc3ccc(-c4nc5ccccc5[nH]4)cc3)C2)n[nH]1 (configuration not stated)	0.6%	-1.1%	0.8%	-4.4	-6.3%	1.2%	u	u	2.8%	-2.3%	0.0%
CCOc1ccc(Cn2nnc(C(=O)NCCc3ccccc3)c2N)cc1	0.7%	6.0%	1.7%	-16.2	5.6%	1.9%	2.9%	-0.5%	4.5%	0.1%	14.3%
COCCn1nnnc1C(c1cc2ccc(C)cc2[nH]c1=O)N(Cc1ccco1)Cc1cccs1 (configuration not stated)	-1.2%	-9.6%	-6.1%	4.0	13.2%[15.4 µM]	-0.2%	u	u	5.4%	3.8%	9.8%

Rewritten bar-delimited: entries from further up.
mol | PTAP TSG101 blk | S-ASM inh | Tb PFK inh | TSHR antagonist | Eya2 inh | TCR act | ELG1 DNA repair | BCR signal inh | A-T KAP1 phos | Mito fusion yeast | Integrin act MD
c1ccc(COCCC2CO2)cc1 (configuration not stated) | x | x | 0.3% | 4.8 | -7.5% | x | 14.7% | 3.1% | 11.6% | -0.6% | x
CCOc1ccc(Cn2nnc(C(=O)NCCc3ccccc3)c2N)cc1 | 0.7% | 6.0% | 1.7% | -16.2 | 5.6% | 1.9% | 2.9% | -0.5% | 4.5% | 0.1% | 14.3%

(further entries)
SMILES	PTAP TSG101 blk	S-ASM inh	Tb PFK inh	TSHR antagonist	Eya2 inh	TCR act	ELG1 DNA repair	BCR signal inh	A-T KAP1 phos	Mito fusion yeast	Integrin act MD
Cc1nnc(N2CCOCC2)c2ccccc12	-7.2%	3.4%	-5.0%	-9.1	-3.1%	0.1%	3.6%	-0.6%	7.4%	2.6%	0.7%
NC(=O)c1ccc(N2CCCCCC2)c([N+](=O)[O-])c1	-3.4%	-4.3%	2.2%	-7.9	-15.6%	-2.0%	6.8%	4.2%	1.2%	10.9%	-24.0%
CN(C(=O)CSc1nc2ccccc2c(=O)n1-c1ccc(F)cc1F)C1CCS(=O)(=O)C1 (configuration not stated)	-0.3%	0.2%	3.6%	29.4	1.5%	-4.2%[46.1 µM]	11.5%	5.3%	11.1%	x	-13.4%
O=C1OCc2nc3cc4c(cc3c(-c3ccc(F)cc3)c21)OCO4	-1.7%	30.1%[activator]	-3.1%	-1.1	-5.6%	-3.9%	5.3%	u	-13.6%	10.4%	9.2%
CCN(C(=O)CSc1nnc2ccccn12)c1c(N)n(Cc2ccccc2)c(=O)[nH]c1=O	-9.3%	8.2%	0.1%	4.4	-0.5%	-1.0%[46.1 µM]	10.5%	-2.5%	2.6%	-0.5%	13.2%
COc1ccccc1C(=O)Nc1ccc2[nH]ncc2c1	-4.7%	3.1%	-16.6%	-9.2	10.6%	-2.9%	5.7%	u	-1.6%	-2.0%	-14.3%
O=C(CSc1nc2ccccc2n1CC(=O)N1CCCC1)NCc1ccc2c(c1)OCO2	-0.1%	-2.4%	4.3%	7.0	3.6%	1.3%	24.8%	-0.8%	10.9%	2.82µM*	2.1%
CCCCNC(=O)/C(=C/c1ccccc1)NC(C)=O	-3.0%	2.1%	-6.0%	-1.7	-6.1%	1.3%[46.1 µM]	21.3%	-0.3%	1.7%	-2.4%	-11.4%
